ABCG2 block = human ABCG2 inhibition, ABCB1 as counter-screen | AID 1325 | IgMXP3 cells, JC-1 efflux, flow cytometry | inhibition, % at 6.6 µM | actives 0.1% (n = 190,000);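 active means inhibition above 80%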;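 further: 0% = DMSO and 100% = nicardipine control wells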
Target sequence (Q9UNQ0 whole entry, looked up): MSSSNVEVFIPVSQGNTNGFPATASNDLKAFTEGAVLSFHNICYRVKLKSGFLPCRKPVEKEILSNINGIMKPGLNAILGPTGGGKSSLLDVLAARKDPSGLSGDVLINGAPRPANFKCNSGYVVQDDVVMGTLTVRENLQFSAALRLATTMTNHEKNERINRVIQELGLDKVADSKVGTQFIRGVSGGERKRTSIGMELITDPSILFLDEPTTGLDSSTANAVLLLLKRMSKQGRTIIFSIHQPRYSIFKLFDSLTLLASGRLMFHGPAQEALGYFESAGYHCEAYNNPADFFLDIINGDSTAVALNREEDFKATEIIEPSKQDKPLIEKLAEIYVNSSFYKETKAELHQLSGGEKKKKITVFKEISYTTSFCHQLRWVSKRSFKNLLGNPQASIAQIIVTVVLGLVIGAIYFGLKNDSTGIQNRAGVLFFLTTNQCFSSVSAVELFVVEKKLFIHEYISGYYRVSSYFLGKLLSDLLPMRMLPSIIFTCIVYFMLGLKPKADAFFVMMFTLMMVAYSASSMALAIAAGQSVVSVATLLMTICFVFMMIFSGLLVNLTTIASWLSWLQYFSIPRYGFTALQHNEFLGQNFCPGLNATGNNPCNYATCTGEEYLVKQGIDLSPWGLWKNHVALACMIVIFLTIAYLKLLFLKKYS
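Read-out basis: Efflux inhibition in percent versus controls | Test system: ABCG2 IgMXP3 and barcoded ABCB1 CCRF-Adr cell mix | Quantity: 3 million cells/mL in well | Schedule: 10 min at 25 °C | Control set: Nicardipine as high control, DMSO as low control | Reagent: JC-1 as fluorescent efflux pump substrate | Signal: Flow cytometry of retained JC-1 fluorescence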
Bim-Bfl-1 = inhibitors of Bim-Bfl-1 interaction, human | Q16548 | Bead-based flow cytometry, Bim-Bfl-1 binding inhibition | inhibition, % at 10 µM | actives 0.12% (n = 190,000) | AID 1008;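 further: 0% = wells without compound plus tracer and 100% = blocker peptide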
RGS8-Gao = modulates binding of RGS8 to human Galphao | P09471 | multiplexed bead flow cytometry; actives lie on both sides | response (percent of control binding), % at 10 µM | actives 0.34% (n = 220,000); in the data active means response below about 60% or above about 140%; inactive means in between;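 further: Galphao activated as the GDP aluminium fluoride complex binding bead-coupled RGS8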
ABCB1 inh = inhibitors of human ABCB1 transporter, ABCG2 counter-screen. inhibition, % at 6.6 µM. actives 0.067% (n = 190,000). CCRF-Adr cells, JC-1 efflux, flow cytometry. P08183; in the data active means inhibition above about 40%;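 further: 0% = vehicle and 100% = reference inhibitor; higher value means more JC-1 retained so stronger ABCB1 efflux block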
RGS4-Gao reg = human RGS4-Galphao interaction regulation. actives 0.33% (n = 220,000). P09471. Multiplexed bead flow cytometry, RGS4-Galphao binding; actives lie on both sides. binding response (% of control), % at 10 µM; in the data active means binding response below about 49% or above about 150%; inactive means in between;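 further: fluorescent Galphao activated with aluminum fluoride binding bead-coupled RGS4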
GSH fluor = GSH bead compound fluorescence profile; GSH beads flow cytometry, compound fluorescence 488/530 nm; stronger effect = higher value; fluorescence (KMESF) at 10 µM; actives 0.25% (n = 190,000); AID 1776; in the data active means fluorescence above about 89;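 further: glutathione beads carrying GST-tagged Bcl family fusion proteins plus one bare bead set; values are compound well signal with DMSO vehicle wells as background; inactives centre near 16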
Bim-Bcl-B = human Bim-Bcl-B interaction inhibition; bead-based flow cytometry, Bim peptide-Bcl-B binding; AID 951; inhibition, % at 10 µM; actives 0.073% (n = 190,000); Q9HD36;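 further: 0% = tracer peptide without compound and 100% = reference inhibitor peptide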
Bim-Bcl-2 = human Bim-Bcl-2 interaction inhibition; Bead-based flow cytometry, Bim peptide-Bcl-2 binding; inhibition, % at 10 µM; actives 0.06% (n = 190,000); AID 950; in the data active means inhibition above about 40%; inconclusive means no clear call, values can overlap the other calls;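 further: 0% = no compound wells with probe peptide and 100% = reference peptide inhibitor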
Target sequence (P10415 whole entry, looked up): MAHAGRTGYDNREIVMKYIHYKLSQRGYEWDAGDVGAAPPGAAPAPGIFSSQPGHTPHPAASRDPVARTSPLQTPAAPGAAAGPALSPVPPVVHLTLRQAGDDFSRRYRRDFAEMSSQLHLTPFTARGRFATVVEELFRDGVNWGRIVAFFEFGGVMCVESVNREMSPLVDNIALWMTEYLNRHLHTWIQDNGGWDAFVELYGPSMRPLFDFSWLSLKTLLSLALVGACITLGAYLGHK
RGS7-Gao reg = human RGS7-Galphao interaction regulation; P09471; Multiplexed bead flow cytometry, RGS7-Galphao binding; actives lie on both sides; binding response (% of control), % at 10 µM; actives 0.35% (n = 220,000); in the data active means binding response below about 49% or above about 150%; inconclusive means no clear call, values can overlap the other calls; inactive means in between;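 further: fluorescent Galphao held in activated GDP-AlF4 state binding bead-coupled RGS7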
Bcl-W Bim block = inhibitors of Bim-Bcl-W interaction, human; Q92843; bead-based flow cytometry, Bim peptide-Bcl-W binding; inhibition, % at 10 µM; actives 0.02% (n = 190,000);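 further: 0% = bound tracer without compound and 100% = peptide blocker; higher means less fluorescent Bim peptide bound to Bcl-W beads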
Target sequence (Q92843 whole entry, looked up): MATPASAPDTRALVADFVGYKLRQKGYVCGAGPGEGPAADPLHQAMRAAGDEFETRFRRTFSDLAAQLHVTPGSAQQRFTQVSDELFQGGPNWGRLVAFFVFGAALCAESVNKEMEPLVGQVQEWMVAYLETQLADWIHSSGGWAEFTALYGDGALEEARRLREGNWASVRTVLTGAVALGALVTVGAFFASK
Bcl-XL Bim block = inhibitors of Bim-Bcl-XL interaction, human. Q07817. Bim peptide-Bcl-XL binding, bead flow cytometry, fluorescence. inhibition, % at 10 µM. actives 0.04% (n = 190,000). AID 1007
An asterisk follows results filed as active; u = inconclusive; x = no result given. Unless noted, no stated cut-off is given here; in the data, active means inhibition above about 40%. Random draw from the library (roughly 1.1% active in at least one column).

| no. | canonical_smiles | ABCG2 block | ABCB1 inh | Bcl-XL Bim block | Bcl-W Bim block | Bim-Bfl-1 | RGS8-Gao |
| --- | --- | --- | --- | --- | --- | --- | --- |
| 1 | COc1ccc(CCN/C=C2/CC(=O)NC2=O)cc1OC | 4 | 0.1 | 1 | 0 | -2 | 95 |
| 2 | O=C(NNC(=S)Nc1ccccc1)c1ccncc1 | 2 | -0.1 | 0 | 2 | 5 | 97 |
| 3 | Cn1c(SCC(=O)N2CCOCC2)nc2cccnc21 | 6 | -0.5 | -8 | -2 | -21 | 99 |
| 4 | Cc1nc2c(C(=O)N3CCOCC3)cnn2c(C)c1Cc1ccc(Cl)cc1 | 0 | 0.2 | -2 | 5 | -8 | 96 |
| 5 | COc1cc(C2C(C#N)=C(N)N(c3sc4c(c3C#N)CCCC4)C3=C2C(=O)CC(C)(C)C3)cc(OC)c1OC (stereo not given) | 1 | 0.3 | -3 | 1 | -11 | 98 |
| 6 | CCCOc1ccc(N2C(=O)CC(N3CCN(c4ccccc4F)CC3)C2=O)cc1 (stereo not given) | 0 | 0.1 | 0 | 0 | 0 | 101 |
| 7 | O=C(NCc1ccco1)c1ccc(S(=O)(=O)N2CCCCC2)cc1 | 9 | 1.8 | 0 | 0 | -4 | 101 |
| 8 | N#Cc1cc(S(=O)(=O)c2ccccc2)c(N)[nH]c1=O | 0 | 0.1 | 5 | 0 | -3 | 95 |
| 9 | CCOC(=O)c1c(N)sc(C(=O)N2CCOCC2)c1C | 14 | 0.4 | -6 | -2 | -19 | 101 |
| 10 | O=C(NCc1ccc2c(c1)OCO2)c1cccc(N2CCCC2=O)c1 | 2 | 0.1 | -1 | -1 | -9 | 104 |
| 11 | CN=C(c1ccc(C)cc1)n1c(=S)nc(-c2ccc(C)cc2)n(C)c1=S | -1 | -1.6 | -3 | -8 | -5 | 102 |
| 12 | CCc1sc(NC(C)=O)nc1-c1ccccc1 | 0 | -0.1 | -3 | 0 | -2 | 100 |

| no. | GSH fluor | Bim-Bcl-B | RGS7-Gao reg | RGS4-Gao reg | Bim-Bcl-2 |
| --- | --- | --- | --- | --- | --- |
| 1 | 10 | 0 | 92 | 91 | 1 |
| 2 | 24 | -7 | 92 | 91 | 0 |
| 3 | 27 | -9 | 98 | 100 | -13 |
| 4 | 8 | -6 | 91 | 89 | -6 |
| 5 | 24 | -5 | 99 | 98 | 0 |
| 6 | 21 | 0 | 100 | 100 | 0 |
| 7 | 12 | -1 | 100 | 103 | -2 |
| 8 | 47 | -4 | 89 | 92 | -1 |
| 9 | 29 | -9 | 100 | 97 | -3 |
| 10 | 33 | -7 | 102 | 99 | -12 |
| 11 | 14 | -8 | 110 | 111 | -4 |
| 12 | 10 | -3 | 99 | 101 | 0 |

Later entries.
| no. | canonical_smiles | ABCG2 block | ABCB1 inh | Bcl-XL Bim block | Bcl-W Bim block | Bim-Bfl-1 | RGS8-Gao |
| --- | --- | --- | --- | --- | --- | --- | --- |
| 13 | CC(C)N(Cc1cn(C)nc1-c1cccc(Cl)c1)CC1CCC(=O)N1 (stereo not given) | 1 | 0.1 | 1 | 7 | -6 | 102 |
| 14 | Cc1ccc(C(=O)Nc2nc3ccc(S(C)(=O)=O)cc3s2)s1 | 2 | 0.0 | 0 | 0 | 1 | 103 |
| 15 | O=C(Cn1c(SCC(=O)N2CCc3ccccc3C2)nc2ccccc21)NC1CCCC1 | 2 | 1.3 | -4 | -2 | -1 | 98 |
| 16 | COCC1CCN(Cc2cn(C)nc2-c2cccc(Cl)c2)C1 (stereo not given) | 31 | 1.5 | -1 | 0 | 0 | 109 |
| 17 | O=C(CN1CCN(Cc2ccccc2)CC1)N/N=C/c1c[nH]c2ccccc12 | 0 | -0.3 | -18 | -6 | -15 | 101 |
| 18 | COc1cccc(/C=C/C(=O)OC(C)C(=O)Nc2c(C)n(C)n(-c3ccccc3)c2=O)c1 (stereo not given) | 3 | 0.1 | 0 | 0 | -3 | 101 |
| 19 | Cc1cc(N2CCN(Cc3cn(C)nc3-c3cccc(Cl)c3)CC2)cc(C)n1 | 1 | 0.1 | 0 | 6 | -4 | 105 |
| 20 | CCC(C)[C@H](NC(=O)NC1CCN(Cc2ccccc2)CC1)C(=O)OC (stereo not given in full) | -1 | 0.1 | -2 | -4 | -3 | 103 |
| 21 | CC1CCCN(CCC(=O)Nc2ccc3c(c2)CCC3)C1 (stereo not given) | -1 | 0.1 | -5 | -8 | 0 | 98 |
| 22 | CSc1ccccc1-c1nnc(-c2ccc(C)cc2)o1 | 6 | 1.1 | 1 | 6 | -10 | 99 |
| 23 | CS/C(=C\[N+](=O)[O-])Nc1ccc(F)cc1 | 10 | 1.0 | -6 | 0 | -13 | 101 |
| 24 | O=C(c1ccc(Cn2c(=S)[nH]c3ccc(Br)cc3c2=O)cc1)N1CCN(C2CCCCC2)CC1 | -1 | 4.0 | -4 | 0 | -1 | 90 |

| no. | GSH fluor | Bim-Bcl-B | RGS7-Gao reg | RGS4-Gao reg | Bim-Bcl-2 |
| --- | --- | --- | --- | --- | --- |
| 13 | 10 | 0 | 102 | 101 | 0 |
| 14 | 7 | 1 | 106 | 102 | -2 |
| 15 | 21 | -2 | 96 | 99 | 0 |
| 16 | 12 | -1 | 90 | 90 | -4 |
| 17 | 21 | -15 | 101 | 103 | -4 |
| 18 | 22 | -2 | 105 | 98 | -3 |
| 19 | 11 | 0 | 112 | 103 | 4 |
| 20 | 18 | -4 | 104 | 106 | -1 |
| 21 | 24 | -5 | 98 | 99 | -2 |
| 22 | 57 | -6 | 99 | 101 | -3 |
| 23 | 38 | -10 | 98 | 100 | -10 |
| 24 | 27 | -8 | 85 | 85 | -5 |

The list goes on.
| no. | canonical_smiles | ABCG2 block | ABCB1 inh | Bcl-XL Bim block | Bcl-W Bim block | Bim-Bfl-1 | RGS8-Gao |
| --- | --- | --- | --- | --- | --- | --- | --- |
| 25 | COc1cc(NC(=O)C2CCCN(S(=O)(=O)c3cccc4nsnc34)C2)cc(OC)c1 (stereo not given) | 1 | 0.3 | 0 | 5 | -12 | 105 |
| 26 | Cc1nnsc1C(=O)N/N=C/c1cccc(C(F)(F)F)c1 | 22 | 1.1 | -4 | -2 | -1 | 98 |
| 27 | O=C(CN1CCN(S(=O)(=O)c2ccc(F)cc2)CC1)Nc1ccccc1F | 5 | 0.8 | -1 | -2 | -2 | 98 |
| 28 | CC(C)Nc1nc(SCC(N)=O)nc(N2CCOCC2)n1 | 0 | 0.0 | -11 | -2 | 0 | 100 |
| 29 | CSc1nc2sc3c(c2c2nnnn12)CCCC3 | 2 | 0.4 | -3 | -3 | -2 | 103 |
| 30 | CCOC(=O)C(=CN=C(N)Nc1nc2ccccc2o1)C(=O)OCC | 3 | 0.1 | 0 | -1 | -4 | 97 |
| 31 | Oc1c(Cl)cc(Cl)cc1C1=NNC(c2ccc(Cl)cc2)C1 (stereo not given) | 1 | 0.0 | -3 | -3 | -1 | 99 |
| 32 | CN(C)c1ccc(/C=C2\CCC/C(=C\c3ccccc3)C2=O)cc1 | 0 | 1.4 | -10 | -5 | -4 | 95 |
| 33 | CC1CCC(C(C)C)C(OCC(O)CN2CCCC(C)C2)C1 (stereo not given) | 0 | 0.6 | -12 | -7 | -3 | 103 |
| 34 | C(=N\Nc1nc(Nc2ccccc2)nc(Nc2ccccc2)n1)/c1cccnc1 | -2 | -0.9 | -1 | 0 | 2 | 99 |
| 35 | COc1ccccc1NC(=O)c1cc(S(=O)(=O)N2CCOCC2)ccc1Cl | 3 | 0.7 | 5 | 0 | -15 | 100 |
| 36 | COc1ccc(N2CCN(c3oc(COc4ccc(Cl)cc4)nc3C#N)CC2)cc1 | 5 | 0.8 | -1 | -2 | -2 | 105 |

| no. | GSH fluor | Bim-Bcl-B | RGS7-Gao reg | RGS4-Gao reg | Bim-Bcl-2 |
| --- | --- | --- | --- | --- | --- |
| 25 | 16 | -6 | 110 | 109 | -3 |
| 26 | 11 | -4 | 100 | 102 | 0 |
| 27 | 16 | -3 | 98 | 94 | -5 |
| 28 | 18 | -2 | 97 | 97 | 0 |
| 29 | 22 | 0 | 100 | 103 | -1 |
| 30 | 9 | -2 | 95 | 102 | -5 |
| 31 | 11 | 0 | 113 | 96 | 0 |
| 32 | 20 | -25 | 100 | 98 | 0 |
| 33 | 8 | -4 | 99 | 104 | -2 |
| 34 | 70 | 2 | 102 | 99 | 0 |
| 35 | 27 | -11 | 100 | 101 | -6 |
| 36 | 25 | -1 | 102 | 103 | 0 |

(next part)
| no. | canonical_smiles | ABCG2 block | ABCB1 inh | Bcl-XL Bim block | Bcl-W Bim block | Bim-Bfl-1 | RGS8-Gao |
| --- | --- | --- | --- | --- | --- | --- | --- |
| 37 | CCCC1=NN2C(=N)/C(=C\c3ccc(SCc4ccco4)o3)C(=O)N=C2S1 | -9 | -1.5 | -4 | 0 | -11 | 99 |
| 38 | O=[N+]([O-])c1cc(C(F)(F)F)ccc1N1CCN(S(=O)(=O)c2ccc3c(c2)CCCC3)CC1 | 6 | 0.5 | -3 | -2 | -9 | 103 |
| 39 | Cn1cccc1Cc1nnc(SCC(=O)Nc2nccs2)n1CCc1ccccc1 | 10 | 1.4 | -6 | -5 | -6 | 100 |
| 40 | CCOC(=O)c1ccc(NC(=S)NCCCn2ccnc2)cc1 | 2 | 0.3 | 0 | -3 | -7 | 103 |
| 41 | O=C(c1ccc(F)cc1)C(CN1CCOCC1)c1ccccc1 (stereo not given) | 4 | 0.9 | 7 | 0 | -8 | 100 |
| 42 | Nn1c(Nc2ccc(Cl)cc2)nncc1=O | 7 | 1.1 | -1 | -3 | -6 | 98 |
| 43 | COc1cccc(C(=O)NCc2nnc(SCC(=O)Nc3nccs3)n2-c2cccc(C)c2)c1 | 1 | 0.3 | -10 | -4 | -4 | 104 |
| 44 | O=C(Nc1ccc(F)cc1)c1c(Cl)nc2ccccn12 | 1 | -0.5 | 0 | -1 | -5 | 99 |
| 45 | CCCC(=O)Nc1cc(=O)n(C)c(=O)n1C | 0 | -0.1 | -4 | -1 | -6 | 104 |
| 46 | Cc1cnc(C(=O)OCC(=O)c2cc(C)n(C)c2C)cn1 | 1 | 0.1 | -1 | 2 | -5 | 100 |
| 47 | COc1ccc(CCn2c(-c3ccco3)nc3ccccc3c2=O)cc1OC | 6 | 1.7 | -5 | -4 | 0 | 103 |

| no. | GSH fluor | Bim-Bcl-B | RGS7-Gao reg | RGS4-Gao reg | Bim-Bcl-2 |
| --- | --- | --- | --- | --- | --- |
| 37 | 20 | -5 | 92 | 95 | -3 |
| 38 | 11 | -7 | 102 | 101 | -5 |
| 39 | 14 | -6 | 97 | 96 | -8 |
| 40 | 19 | -6 | 102 | 103 | -1 |
| 41 | 45 | -6 | 95 | 97 | -5 |
| 42 | 20 | -7 | 101 | 102 | -4 |
| 43 | 24 | -3 | 103 | 104 | x |
| 44 | 11 | -2 | u | 99 | -2 |
| 45 | 27 | -6 | 101 | 101 | -5 |
| 46 | 10 | 4 | u | 98 | -2 |
| 47 | 14 | 0 | 104 | 99 | -3 |

Assay outcomes from PubChem BioAssay.
